From PubChem BioAssay
Platelet DG rel = modulates dense granule release in human platelets; human platelet-rich plasma, SFLLRN dense granule ATP release, luminescence; inhibition, %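 (compounds screened at 7.5 µM in platelet-rich plasma)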; hit rate 0.22% among 300,000; AID 1663;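 active means mean replicate score, as percent of positive control, at or above 50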
AI-2 QS modul = modulators of Vibrio harveyi AI-2 quorum sensing system. Vibrio harveyi JMH597 AI-2 luminescence/OD600 ratio, 9 h; stronger effect = lower value; strain lacks LuxN and CqsS sensors; 0 = neutral-control median. activity change, % at 7.5 µM. hit rate 0.4% among 300,000. AID 2094; in the data active means activity change below about -75%, passing the limit was not always enough;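 further: luminescence divided by OD600 gain over 9 h not by final OD600 alone; inactives centre near 13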
HIF activator = HIF pathway transcriptional activation | activation, % at 7.5 µM (by protocol) | AID 1910 | U2OS HRE-luciferase reporter, luminescence; normalized: DMSO 0%, desferrioxamine 100% | hit rate 0.32% among 300,000;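 active means mean activation of at least 10% of the iron chelator positive control signal, with at least half of replicates also reaching 10%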
HSF1 inhib = HSF1 inhibition; AID 2098; activity change, negative = inhibition, % at 7.5 µM (by protocol); NIH3T3-HGL HSE-luciferase, MG132-induced, luminescence 8 h; stronger effect = lower value; hit rate 0.77% among 300,000;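 active means more than half of replicate wells show activity change below -50%, luminescence cut by over half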;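 further: luciferase reports HSF-1 transcriptional activity via heat shock element; 0% = median of DMSO wells and -100% = zero luminescence signal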
SKKanGAS inh = blocks kanamycin growth of S. pyogenes SKKanGAS strain | BacTiter-Glo, 6 h | inhibition, % at 7.5 µM | hit rate 1.3% among 300,000 | AID 1662;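 active means mean replicate score, as percent of positive control median, at least 50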;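 further: strain carries kanamycin resistance gene driven by streptokinase promoter and grows in 40 µg/ml kanamycin; loss of luminescence reflects streptokinase promoter inhibition or plain growth inhibition; 0% = median of DMSO wells and 100% = positive control at its reference dose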
KLF5 inh = kruppel-like factor 5 inhibition. DLD-1 KLF5 promoter-luciferase reporter, luminescence. inhibition, % at 5 µM. hit rate 0.23% among 290,000;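 active means inhibition above a per-plate limit of that plate's mean compound inhibition plus 3 SD, cut at about 60% in these data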;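 further: 0% = DMSO wells and 100% = LY294002 at 200 µM; higher means less KLF5 promoter-driven luciferase light; inactives centre near -14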
HSP90 inh = blocks HSP90-mediated luciferase refolding in reticulocyte lysate. Rabbit reticulocyte lysate, luciferase refolding luminescence, 3 h. inhibition, % at 5.6 µM. hit rate 0.91% among 290,000. AID 1789;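 active means inhibition above the screen-wide mean plus 3 SD, computed separately per campaign, cut at about 16% in these data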;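 further: 0% = DMSO wells and 100% = 60 µM geldanamycin wells; inhibitors lower the luminescence because luciferase stays unfolded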
aSyn UTR inh = MLPCN primary screen, SNCA 5' untranslated region. alpha-synuclein 5'UTR reporter, inhibitor activity. inhibition, % (tested at 7.5 µM). hit rate 0.82% among 300,000; in the data active means inhibition above about 60%;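 further: H4 neuroglioblastoma cells stably carrying SNCA 5'UTR luciferase fusion; 0% = DMSO wells and 100% = positive control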
HSF1 activator = increases HSF-1 driven luciferase reporter signal. hit rate 1.7% among 300,000. NIH3T3-HGL HSF-1 luciferase reporter, MG132, 8 h; 100% = twice DMSO control signal. activation, % at 9 µM;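 active means mean replicate activation of at least 50% with a set share of replicates each reaching 50%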;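 further: 0% = median of the neutral control wells and 100% = twice that signal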
IEC-6 tox = kills IEC-6 intestinal cells in KLF5 counter-screen; IEC-6 cytotoxicity, luminescence viability; hit rate 0.78% among 290,000; inhibition, % at 5 µM; in the data active means inhibition above about 22%;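 further: 0% = plate median of test compound wells and 100% = cytotoxic reference compound wells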
An asterisk follows results filed as active; / = not tested or not shown.

SMILES	Platelet DG rel	AI-2 QS modul	HIF activator	HSF1 inhib	SKKanGAS inh	KLF5 inh	HSP90 inh	aSyn UTR inh	HSF1 activator	IEC-6 tox
COc1cc(C(=O)N=c2sc3ccccc3n2C)cc(OC)c1OC	5	42	0.3	0	-4	-60	5	-103	17	13
O=C(CCC(=O)Nc1cccc([N+](=O)[O-])c1)N/N=C/c1cccs1	/	43	/	/	/	-25	-3	/	/	5
CC(=O)c1sc(NC(=O)CN2C(=O)CCC2=O)nc1C	-3	18	0.2	-6	-3	-8	7	3	2	12
COC(=O)c1ccc(NC(=O)CSc2nnc(COc3c(C)cccc3C)o2)cc1	3	29	0.2	-9	1	-41	5	-9	-11	0
Cc1ccc(NS(=O)(=O)c2ccc(-c3cnc(C4CC4)o3)cc2)c(C)c1	7	7	-0.3	-21	3	59	2	77*	-21	78*
Cc1cc(C(=O)N2CCCC2)n[nH]1	-3	18	0.2	2	-6	-15	-1	-8	-12	-7
CCCCCOc1ccc(NC(=O)C(=O)NCC2CCCN2CC)cc1 (configuration not stated)	-3	9	0.2	6	-4	-8	4	-51	9	0
O=C(c1ccc2c(c1)OCO2)C1CCCN(Cc2ccccc2OC(F)F)C1 (configuration not stated)	1	14	-0.1	4	4	-28	-5	-4	20	4
CC(C)(C)C(=O)N1CCN(C(c2ccccc2)c2ccccc2)CC1	6	7	-0.6	-2	1	0	5	11	-1	5
Cc1ccc(OCCn2ccc(=O)[nH]c2=O)cc1C	0	14	-0.6	5	8	-20	-1	6	3	0
CCSc1cc(N2CCOCC2)nc(-c2ccccc2)n1	7	3	-0.4	1	2	-3	0	9	-13	2
CCOC(=O)c1c(C)nc2sc3c(=O)n(-c4ccc(C(C)=O)cc4)nnc3c2c1-c1ccc(OC)cc1	-15	-1	0.5	-9	0	-26	-1	22	-12	3
CC(C)N(Cc1nccn1C)C(=O)c1cc(COc2ccc3ncccc3c2)on1	13	5	0.3	0	-5	-8	-2	13	3	-2
CC1CC(=O)Nc2ccccc2N1C(=O)Nc1ccc(F)cc1 (configuration not stated)	-4	6	0.6	-8	-14	-2	5	-1	7	-1
CCc1ccc(C(=O)COC(=O)c2cnccn2)cc1	2	26	-0.2	1	5	-8	-2	4	-3	-1
C=C(Cl)COc1cc(C)cc2oc(=O)cc(CC)c12	-1	16	0.0	-4	0	12	0	28	2	-4
CS(=O)(=O)N1CCN(c2ccccc2NC(=O)c2cc3ccccc3o2)CC1	-10	35	0.1	5	19	0	2	3	1	-2
CN(CC(=O)Nc1ccncc1)S(=O)(=O)c1ccccc1	3	8	0.0	-8	6	-9	7	-3	-6	3
COC(=O)c1ccccc1NC(=O)Nc1nnc(N2CCCCC2C)s1 (configuration not stated)	-15	4	-0.1	-9	-2	20	-3	11	-4	-2
O=C(/C=C/c1ccccc1)Nc1ccc(Br)cn1	6	17	5.0	/	-6	-66	2	-125	/	26*
O=C(c1cnn2cccnc12)N1CCN(Cc2ccc3c(c2)OCO3)CC1	-6	9	/	-4	-4	-41	0	10	0	-5
CC(=O)c1ccc(COC(=O)Cc2ccc([N+](=O)[O-])cc2)cc1	-6	7	0.4	1	-2	-8	2	-4	17	5
CCCn1c(=O)c2ccccc2n2c(SCC(=O)/C(C#N)=C(\C)N)nnc12	7	26	-0.3	-6	3	-4	1	23	-10	5
COCCNc1nc2ccccc2n1CC(=O)c1ccc(OC)c(OC)c1	3	15	-0.5	-7	-3	-3	4	16	-5	-3
COc1ccccc1C(OC(=O)c1cccs1)C(=O)NCc1ccco1 (configuration not stated)	18	19	-0.4	10	6	2	4	13	-1	-8
Cc1sc2ncnc(Sc3ccccc3C(=O)Nc3ccc(C#N)cc3)c2c1C	0	39	-0.2	2	0	-19	1	-51	29	-3
O=C(Cc1ccccc1)N1CCc2ccccc21	0	12	0.9	17	-7	-23	1	-6	12	0
Cn1cc(CNCc2cn[nH]c2-c2ccc(F)cc2)c(-c2ccc3c(c2)OCCO3)n1	0	16	-0.4	7	/	-9	3	-14	29	6
c1ccc(-n2nnnc2Oc2cccc3cccnc23)cc1	2	30	/	-6	25	-12	-1	-47	8	-2
CCOC(=O)[C@@H]1[C@H]2COc3cc(OC)ccc3[C@@H]2N2C(=O)N(c3ccc(Cl)cc3)C(=O)[C@@]12C	-1	16	-1.1	5	3	-45	-4	-5	-1	2

Shown bar-delimited: part of the list above
SMILES | Platelet DG rel | AI-2 QS modul | HIF activator | HSF1 inhib | SKKanGAS inh | KLF5 inh | HSP90 inh | aSyn UTR inh | HSF1 activator | IEC-6 tox
C=C(Cl)COc1cc(C)cc2oc(=O)cc(CC)c12 | -1 | 16 | 0.0 | -4 | 0 | 12 | 0 | 28 | 2 | -4
CS(=O)(=O)N1CCN(c2ccccc2NC(=O)c2cc3ccccc3o2)CC1 | -10 | 35 | 0.1 | 5 | 19 | 0 | 2 | 3 | 1 | -2
CN(CC(=O)Nc1ccncc1)S(=O)(=O)c1ccccc1 | 3 | 8 | 0.0 | -8 | 6 | -9 | 7 | -3 | -6 | 3
COC(=O)c1ccccc1NC(=O)Nc1nnc(N2CCCCC2C)s1 (configuration not stated) | -15 | 4 | -0.1 | -9 | -2 | 20 | -3 | 11 | -4 | -2

Other entries
SMILES	Platelet DG rel	AI-2 QS modul	HIF activator	HSF1 inhib	SKKanGAS inh	KLF5 inh	HSP90 inh	aSyn UTR inh	HSF1 activator	IEC-6 tox
O=C(Oc1cccc(/C=N/Nc2nc(N3CCOCC3)nc(N3CCOCC3)n2)c1)c1ccco1	-3	23	-48	-10	6	-10	1	-12	6	5
CCOc1ccc(NC(=O)C2=C(C)C(=O)OC23CCC(C)CC3)cc1 (configuration not stated)	4	11	-0.1	-5	-7	-78	0	9	-2	3
CCC(C)(C)NC(=O)CN(C(=O)CCC(=O)Nc1nccs1)c1cccc(C)c1C	-3	8	0.8	1	17	-40	0	2	0	-8
COc1ccc(-c2noc3c2-c2nc(-c4c(F)cccc4F)sc2CC3)cc1	-1	2	0.1	-1	-5	-9	0	17	3	3
COc1ccccc1-n1cc(-c2ccc(Br)cc2)[nH]c1=S	-10	-9	3.9	8	-1	-51	2	3	18	-2
CC1(C)CC(=O)C2=C(C1)Oc1ncn(CCCn3ccnc3)c(=N)c1C2c1ccccc1 (configuration not stated)	5	12	-0.4	-3	-1	9	3	-10	-12	7
COc1ccccc1C=NC(CO)C(O)c1ccc([N+](=O)[O-])cc1 (configuration not stated)	-3	0	-0.3	2	-2	-2	2	12	18	6
O=C(COC(=O)c1ccc(Cl)cc1O)NCCN1C(=O)CSC1=O	-10	-9	-0.5	0	-14	20	6	8	13	8
O=c1[nH]c2ccc(S(=O)(=O)N3CCCCC3)cc2[nH]1	7	30	/	-6	2	-22	0	0	-7	-3
Cn1nc(NC(=O)C2CCC2C(=O)O)c2c(F)cccc21 (configuration not stated)	-6	8	-1.1	-7	0	-31	-9	6	-23	1
Cc1cc(Cl)ccc1OCC(=O)n1cc(C(=O)c2cc(Cl)ccc2O)cn1	4	7	-0.1	-6	-5	-31	1	8	-3	-4
O=C(CC(Sc1n[nH]c(-c2ccccc2)n1)c1ccccc1)NCc1ccccc1 (configuration not stated)	12	15	-0.2	-10	22	-16	-4	-9	-16	-7
Cc1cc(N/N=C/c2ccc3c(c2)OCO3)nc2ccccc12	-6	/	5.1	9	4	-58	0	-180	18	6
Nc1ccc(N2CCN(c3cccc(Cl)c3)CC2)cc1	-11	14	/	2	4	-22	1	-9	-5	-9
CC(OC(=O)CCCN=C1NS(=O)(=O)c2ccccc21)C(=O)Nc1ccccc1[N+](=O)[O-] (configuration not stated)	0	13	-0.6	-3	-1	/	/	-1	18	/
CC1(OC(=O)c2cnc3ccccc3n2)C(=O)C=C2C=C(c3ccc(C#N)cc3)OC=C2C1=O (configuration not stated)	-1	21	-0.6	-1	7	/	/	21	-22	/
COc1cc2[nH]c(=O)n(CCC(=O)NCc3cccnc3)c(=O)c2cc1OC	2	27	0.1	-1	5	-11	-2	24	5	-2
CCOC(=O)N1CCN(c2c(-c3ccc(C(C)C)cc3)c(=O)c2=O)CC1	-3	23	0.2	2	3	0	-1	13	8	-2
COc1ccc(NC(=O)c2cc(C)nc3ccccc23)c(OC)c1	11	25	-0.1	-2	-4	-23	1	32	0	4
Cc1c(CC(=O)NCCC(C)C)c(=O)oc2cc3c(cc12)CCC(C)(C)O3	-4	16	-12	-5	1	12	-1	-5	10	6
CC1=C(C(=O)OC(C)C)C(c2ccc(N(C)C)cc2)C2=C(CC(C)(C)CC2=O)N1 (configuration not stated)	-4	5	-0.5	-9	-1	-6	5	31	-2	8
COC(=O)c1c(O)c2ccccc2[nH]c1=O	-1	16	-0.1	-7	4	-11	1	-47	-8	-1
CCSC1(SCC)N=C(N)C2(C#N)C(c3ccc(F)cc3)C12C#N (configuration not stated)	-13	-7	2.7	74	-17	-14	1	-44	82*	0
CC1(C)CC(=O)C(C=NCCN2CCN(CC(=O)Nc3ccc(Cl)cc3)CC2)=C(O)C1	-23	9	-0.1	-2	0	-6	-3	6	-4	-1
CCN(CC(=O)NCCc1ccc(Cl)cc1)Cc1nc2ccccc2c(=O)[nH]1	-1	-3	0.0	3	3	-26	5	6	-7	3
CCCn1nnc(NC(=O)c2cc(Br)ccc2OC)n1	-1	-9	-0.3	-1	-4	-2	3	-27	6	3
O=C(c1cc(COc2ccccc2)on1)N1CCCC(OCc2cccnc2)C1 (configuration not stated)	8	15	0.1	-1	10	-14	0	-2	3	0
O=C(NCC1CCCO1)c1c(O)nc2sccn2c1=O (configuration not stated)	8	36	-0.5	-10	/	/	/	12	-24	/
COc1ccc(N(CC(=O)Nc2ccc(F)cc2F)S(=O)(=O)c2c(C)nn(C)c2C)cc1	-6	6	0.3	4	-1	-3	1	15	8	-2
Cc1oc2nc(SCC(=O)NCCCO)nc(N)c2c1C	0	24	-0.1	-7	4	-19	-1	20	-1	-6
Cc1ccc(C)c(N2CCN(C(=O)CCS(=O)(=O)c3cccc4nonc34)CC2)c1	-6	22	-0.1	-2	0	-36	-1	18	3	3
COc1ccc(-c2c[n+](CC(=O)OC3CC(C)CCC3C(C)C)c3n2CCC3)cc1 (configuration not stated)	1	44	0.9	3	-2	22	2	-20	7	13
O=C(CCN1C(=O)c2ccccc2C1=O)N1CCC(c2ccccc2)C1 (configuration not stated)	-6	17	0.1	-3	0	-20	0	-5	-1	-3
COc1ccc(-c2cccc([C@H]3[C@@H]4C=CCC[C@@]4(C)C(=O)N3Cc3ccccc3)c2)cc1	-2	9	-0.5	13	26	/	/	-3	35	/
CCC(C)C(=O)Nc1nnc(SCC(=O)Nc2ccccc2F)s1 (configuration not stated)	-3	21	0.9	-1	2	-13	3	2	30	1
Cc1ccc(N2CCN(S(=O)(=O)c3ccc(-n4cnnn4)cc3)CC2)c(C)c1	1	25	-0.1	1	-8	-12	-1	11	-15	-2
C=CCn1c(SCC(=O)Nc2cccc(C)c2)nnc1-c1cnccn1	-3	2	-0.4	-7	-8	-10	-4	13	13	0
CC(C)c1ccc(CNC(=O)C2CCCN2S(=O)(=O)c2ccccc2)cc1 (configuration not stated)	8	5	0.1	-6	0	-3	3	2	9	4
CN(C)/C=C/C(=O)c1ccccc1OCc1cnc(Cl)s1	-6	42	-0.5	-10	-12	-4	4	14	-3	5
O=C(CCC(=O)N1CCSc2ccccc21)NCc1cccc(Br)c1	-6	-14	0.2	-6	0	-3	-1	-22	8	3
Cc1nc(CC(=O)N2CCN(c3cccc(C)c3C)CC2)cs1	0	-9	-0.1	-7	4	-32	-1	14	11	7
